uPA surface inh – cell surface uPA generation inhibition; 330,000 tested, 0.31% active; Potency, µM (highest dose often 38.3 µM), inactives show top-dose activity change, negative = inhibition, actives largely listed as inhibitors; cell surface uPA generation assay, qHTS; active = well fitted inhibition curve with a large enough effect; inconclusive = small, poorly fitted or top-dose-only effect; inactive = no such curve, though single readings can be large or run the other way; tested in mouse RAW 264.7 cells; note: % is set by controls: 0 for no effect and ±100 for the full control effect; nearly all actives have a fitted effect of over 55% in size
Rab9 prom act – activates the Rab9 promoter; AID 485297; Potency, µM (highest dose often 9.22 µM), for the others: top-dose activation, negative = inhibition, most hits filed as activators; 320,000 tested, 2.8% active; Huh7 Rab9 promoter-luciferase reporter, luminescence, 24 h; note: % of control where 0% means no effect; nearly all actives have a fitted effect of over 60% in size
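Using Huh7 cells stably transfected with Rab9 promoter–luciferase, compounds were incubated 24 h at 37 °C, 5% CO2; luciferase luminescence was read 10 min after reagent addition.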
p53 reactivation – mutant p53 re-activation in reporter cells | H1299 p53-A138V BP100-luciferase reporter, luminescence, 24 h | Potency, µM (doses to about 92.2 µM), for inactives: top-dose activity change, positive = activation, usual class: activators | 320,000 tested, 0.063% active; note: % of control where 0% means no effect; nearly all actives have a fitted effect of over 45% in size
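p53-null H1299 cells stably carrying temperature-sensitive p53-A138V and a BP100-luciferase reporter were pinned with compounds (4-point, 1:5 series) and held 24 hrs at 37 deg C. Luminescence was read 10 min after detection reagent.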
NPC1 promoter act – NPC1 promoter activation; 320,000 tested, 2.4% active; AID 485313; Potency, µM (top dose mostly 9.22 µM), for the others: top-dose activation, usual class: activators; Huh7 NPC1 promoter luciferase reporter, 24 h;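 note: % of control where 0% means no effect; nearly all actives have a fitted effect of over 60% in size; reporter is driven by a mutant NPC1 promoter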
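Stable NPC1-promoter luciferase Huh7 line; cpd (DMSO) 24 h, 37 °C, 5% CO2; Amplite luciferase reagent 10 min RT; luminescence readout. qHTS format.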
VP16 counter – inhibits Gal4-VP16 luciferase reporter, ROR gamma counter-screen; 310,000 tested, 3.5% active; AID 2546; Drosophila S2 Gal4-VP16 UAS-luciferase, luminescence, 20 h; Potency, µM (top dose mostly 53.6 µM), for the others: at the top dose activity, negative = inhibition, hits mostly inhibitors;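 note: Gal4-VP16 expression switched on by copper sulfate through the metallothionein promoter; % is set by controls: 0 for no effect and ±100 for the full control effect; nearly all actives have a fitted effect of over 50% in size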
RORg inh – blocks mouse ROR gamma transcriptional activity; AID 2551; Drosophila S2 Gal4-RORgamma UAS-luciferase reporter, 20 h; 310,000 tested, 5.4% active; Potency, µM (doses to about 53.6 µM), without a hit: at the top dose activity change, negative = inhibition, hits mostly inhibitors; P51450; note: % is set by controls: 0 for no effect and ±100 for the full control effect; nearly all actives have a fitted effect of over 60% in size
Target sequence (P51450 whole entry, looked up, the tested form may be a part): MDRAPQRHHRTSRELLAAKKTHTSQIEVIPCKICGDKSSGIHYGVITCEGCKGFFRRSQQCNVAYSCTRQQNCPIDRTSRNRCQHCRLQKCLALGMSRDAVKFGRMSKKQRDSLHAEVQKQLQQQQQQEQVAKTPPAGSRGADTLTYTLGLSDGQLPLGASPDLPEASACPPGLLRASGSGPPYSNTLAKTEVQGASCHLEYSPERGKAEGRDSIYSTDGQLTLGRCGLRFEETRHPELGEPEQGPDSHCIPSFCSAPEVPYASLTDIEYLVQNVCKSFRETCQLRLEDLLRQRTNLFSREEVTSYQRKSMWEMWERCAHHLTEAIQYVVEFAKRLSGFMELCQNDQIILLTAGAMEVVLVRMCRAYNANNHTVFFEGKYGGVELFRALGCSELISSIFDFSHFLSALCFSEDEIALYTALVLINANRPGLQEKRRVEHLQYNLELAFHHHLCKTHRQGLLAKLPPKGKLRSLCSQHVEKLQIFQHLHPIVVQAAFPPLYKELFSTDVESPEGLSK
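In this cell-based reporter format, copper sulfate (700 uM final) drives Gal4–ROR gamma fusion expression from a metallothionein promoter in Drosophila Schneider cells; compounds preincubated 1 hr, reporter read after 20 hr at ambient temperature.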
BRCA1 expr act – BRCA1 expression activation | MCF7-BRCA1-FFLuc reporter, luminescence, 48 h; response scale: scaled: vehicle 0%, 10 µM genistein 100% | Potency, µM (doses to about 46.1 µM), for inactives: at the highest dose activation, most hits filed as activators | 380,000 tested, 1.1% active | AID 624202; note: nearly all actives have a fitted effect of over 80% in size; some results filed as inactive show a strong effect at the top dose
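MCF7-BRCA1-FFLuc, 2000 cells/well; 2 h attach, 37 °C/5% CO2; compound 48 h; luciferase substrate 15 min; luminescence end-point. Norm. to genistein 10 microM max activation and DMSO; concentration-response curves fitted.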
MBNL1-CUG inh – blocks human MBNL1 binding to CUG repeat RNA; TR-FRET MBNL1-His/biotin-(CUG)12 binding, 665/545 ratio; Potency, µM (top dose mostly 57.5 µM), for inactives: at the highest dose activity change, negative = inhibition, most hits filed as inhibitors; 280,000 tested, 0.036% active; AID 2675; active = well fitted inhibition curve with a large enough effect in the signal ratio, with a control signal flat, not every such curve was filed as active; inconclusive = small, poorly fitted or top-dose-only effect, or effect the other way, or a change in a side signal; inactive = no such curve, though single readings can be large or run the other way; the % refers to the signal ratio; note: % is set by controls: 0 for no effect and ±100 for the full control effect
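MBNL1-His + Biotin-(CUG)12, cpd titration 92 nM–58 uM; Tb anti-His Ab 0.055 ng/ul, SA-XL665 5 nM (final); 60 min RT; ratiometric 665/545 nm, Ex 340 nm; normalized to buffer and full-complex controls.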
FLuc counter – firefly luciferase modulation, counter-screen for miR-21 project; P08659; purified FLuc, Km substrates, luminescence inhibition; Potency, µM (highest dose often 57.5 µM), for the others: at the top dose activity change, negative = inhibition, hits mostly inhibitors; 360,000 tested, 6.9% active;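 note: plate controls were vehicle for no effect and reference inhibitor for full effect; nearly all actives have a fitted effect of over 55% in size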
Target sequence (P08659 whole entry, looked up): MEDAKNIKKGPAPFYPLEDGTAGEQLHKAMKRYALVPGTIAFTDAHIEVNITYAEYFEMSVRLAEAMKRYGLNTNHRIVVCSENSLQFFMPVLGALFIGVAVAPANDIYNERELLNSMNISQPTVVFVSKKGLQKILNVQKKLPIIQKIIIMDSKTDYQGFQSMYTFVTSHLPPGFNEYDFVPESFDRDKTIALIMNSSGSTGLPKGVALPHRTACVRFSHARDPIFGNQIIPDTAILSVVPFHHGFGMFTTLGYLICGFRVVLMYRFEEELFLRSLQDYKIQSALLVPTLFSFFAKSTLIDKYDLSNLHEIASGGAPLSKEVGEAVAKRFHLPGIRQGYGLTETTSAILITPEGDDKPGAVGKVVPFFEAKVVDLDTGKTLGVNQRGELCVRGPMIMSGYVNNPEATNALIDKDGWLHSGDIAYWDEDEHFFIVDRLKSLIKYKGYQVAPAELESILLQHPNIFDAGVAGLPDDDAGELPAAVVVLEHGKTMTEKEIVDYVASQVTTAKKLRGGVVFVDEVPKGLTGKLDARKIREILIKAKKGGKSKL
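Biochemical qHTS of compounds, final roughly 60 µM downward over six points, against 10 nM purified firefly luciferase using Km concentrations of substrates (10 uM D-luciferin, 10 uM ATP) in Tris acetate pH 7.5 buffer; luminescence output.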
ELG1 genotoxic – inducers of genotoxicity in HEK293T ELG1-luciferase cells; HEK293T ELG1-luciferase reporter, luminescence, 16 h; Potency, µM (series often up to 46 µM), for the others: at the highest dose activity change, positive = activation, actives largely listed as activators; 330,000 tested, 1.3% active; AID 504466; note: % of control where 0% means no effect; nearly all actives have a fitted effect of over 60% in size
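Quantitative HTS format in 1536-well plates. HEK293T ELG1-luciferase reporter cells receive test compound and are incubated 16 hr at 37 °C, 5% CO2; ONE-Glo added, 30 min room temperature, then luminescence read.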
The depositor's hits bear a star; ? = inconclusive; . = no result given; [ ] = remark or other dose. Unless noted, calls come from the whole dose curve; as a rule, active = well fitted curve in the direction sought with a large enough effect; inconclusive = small, poorly fitted or top-dose-only effect, or another doubt; inactive = no such curve, though single readings can be large; an effect the other way counts as inactive or inconclusive. Potency is the fitted concentration of half-maximal effect. Compounds as they come; about 13% have a hit in one of these screens.

Screens in order – uPA surface inh, Rab9 prom act, p53 reactivation, NPC1 promoter act, VP16 counter, RORg inh, BRCA1 expr act, MBNL1-CUG inh, FLuc counter, ELG1 genotoxic
O=C(CSc1ncn[nH]1)NCc1ccccc1
→ -3.8%, 2.9%, 1.9%, -0.5%, -4.0%, -6.2%, 0.0%, -6.1%, -2.3%, 1.5%
O=C(Cc1ccccc1)NNS(=O)(=O)c1ccccc1[N+](=O)[O-]
→ 2.7%, -0.5%, 12.5%, -2.0%, -4.1%, -25.9%, -4.4%, 18.0%, -1.7%, 2.2%
O=C(NCc1ccc(OC(F)(F)F)cc1)C1CCC(=O)N(C2CC2)C1 (stereo unspecified)
→ 4.5%, 0.9%, ., 0.6%, ., ., -9.9%, -1.9%, 2.9%, 0.0%
CCOC(=O)/C(=N\NC(=O)c1ccccc1)c1ccccc1
→ -7.9%, 1.1%, -0.6%, -2.2%, 12.5%, 10.5%, -2.4%, 1.4%, ?, -1.2%
O=C(Cc1ccccc1)Nc1ccc2[nH]ncc2c1
→ -16.5%, 0.7%, ., 8.8%, ., ., 78.9%, -3.0%, -18.4%, -5.1%
C/C=C(/C)C(=O)Nc1cccc(C2=NOC3(C2)C[C@H](C(N)=O)N(C(=O)COc2ccc(Cl)cc2)C3)c1 (stereo partly specified)
→ 0.4%, 0.6%, -2.6%, -6.5%, 0.0%, -10.3%, 0.0%, 1.4%, -13.0%, -1.0%
COc1ccc(CCNS(=O)(=O)c2cn(C)c(=O)n(C)c2=O)cc1OC
→ -9.3%, 0.1%, -4.0%, 1.0%, -1.5%, 8.7%, -7.6%, -4.8%, 6.3%, 7.5%
Cc1noc(C)c1NC(=O)N(C)C[C@H]1Oc2ccc(NC(=O)c3ccncc3)cc2C(=O)N([C@H](C)CO)C[C@@H]1C
→ 23.2%, ., 7.5%, ., ., ., -4.5%, ., ., 4.1%
CSc1nc(=S)n(-c2ccc([N+](=O)[O-])cc2)c(C)c1C(C)=O
→ -0.6%, 3.8%, -76.2%[inhibitor], -0.9%, -11.5%, 11.8%, 2.2%, ?, -12.3%, -2.4%
O=C(Cn1c(=O)oc2ccccc21)Nc1ccc(Br)cc1
→ 2.9%, -2.0%, -0.9%, -3.3%, 14.0%, -26.0%, -10.3%, -4.6%, 3.5%, -5.1%
Cc1nc(NC(=O)C2CCCCC2)sc1C
→ -5.5%, ?, ?, ?, -1.3%, ?, 12.6µM*, 6.0%, ?, ?
O=C1NCCCC1C(=O)N1CCN(C(c2ccccc2)c2ccccc2)CC1 (stereo unspecified)
→ -4.7%, 1.7%, -1.2%, 0.0%, -10.5%, 1.0%, 11.4%, -4.8%, 1.2%, 4.1%
COCCn1c(=NC(=O)c2ccccc2[N+](=O)[O-])sc2cc(S(C)(=O)=O)ccc21
→ 4.3%, ?, ?, 22.9%, -6.1%, ?, 63.2%, -9.0%, -6.4%, 7.2%
CC(C)NC(=O)N(C)C[C@H]1Oc2ccc(NC(=O)C3CC3)cc2C(=O)N([C@H](C)CO)C[C@@H]1C
→ 4.8%, ., 7.6%, ., ., ., 5.4%, ., ., -1.0%
C=CCn1c(SCC(=O)Nc2cc(Cl)ccc2C(=O)O)nc2sc(C)c(C)c2c1=O
→ 24.4%, -5.3%, -2.8%, -3.0%, ., ., -1.7%, ., 1.2%, 2.5%
CCOC(=O)c1csc(NC(=O)c2ccccc2)n1
→ -5.7%, 1.78µM*, ?, 3.16µM*, -3.4%, ?, 3.98µM*, 7.0%, 12µM*, 8.2µM*
O=C(NCCCc1nc2ccccc2[nH]1)c1ccco1
→ 2.9%, 1.1%, -15.1%, -4.0%, -14.1%, 0.9%, -14.3%, 4.0%, 3.4%, 7.2%
COc1ccc(NC(=O)COC(=O)CC2CCCC2)cc1Cl
→ -0.3%, 1.4%, 8.7%, -1.7%, ., ., 15.8%, ., ?, -2.8%
COc1ccc(NS(=O)(=O)c2ccc(NS(C)(=O)=O)cc2)cc1
→ 2.7%, 7.0%, 10.8%, -7.8%, -1.7%, 27.3%, 7.8%, -12.6%, 0.1%, -2.9%
COc1cc(OC)cc(C(=O)NCC(=O)OC2CCOC2=O)c1 (stereo unspecified)
→ -0.9%, -1.5%, -2.4%, -1.5%, -6.5%, 1.7%, -24.1%, -1.7%, -1.0%, 3.4%
CC(OC(=O)Cn1ccccc1=O)C(=O)Nc1cc(Cl)cc(Cl)c1 (stereo unspecified)
→ -9.7%, ., 0.6%, ., ., ., 9.9%, ., ., -1.1%
Fc1ccc(C2CC(c3cccs3)=NN2c2ccccc2)cc1 (stereo unspecified)
→ -6.2%, -4.2%, -1.9%, -2.1%, 8.1%, 21.2%, -37.9%, 7.7%, ?, -7.5%
COC(=O)CCC(=O)Nc1cc(Cl)cc(Cl)c1
→ 5.3%, -5.9%, -1.4%, -0.8%, -5.4%, 13.5%, 11.3%, -12.2%, 0.0%, -1.7%
CN1OC(Cn2cc(C#N)c(=O)n(C)c2=O)CC1c1ccccc1 (stereo unspecified)
→ 2.0%, -2.1%, 3.4%, -0.6%, 16.6%, -44.5%, -2.6%, ., 4.8%, 0.4%
CCc1ccc(/C=C2\Oc3ccc(C(=O)OC)cc3C2=O)cc1
→ 0.9%, ?, 0.8%, 29.1%, ?, -28.3%, 70.8%, ., ?, 12.1%
C[C@@H]1COC(=O)[C@H](CC(=O)OC(C)(C)C)C/C=C\C[C@@H](CC(=O)NCCO)C(=O)N1
→ 1.3%, ., -2.7%, ., ., ., 2.9%, ., ., 2.1%
OCCC1CN(Cc2cccc(C(F)(F)F)c2)CCN1Cc1ccccc1 (stereo unspecified)
→ 1.5%, 9.6%, 0.4%, 0.1%, -22.4%, 1.6%, -2.3%, -12.7%, 0.3%, -5.8%
O=C(O)C1Cc2c([nH]c3ccccc23)C(c2ccc3c(c2)OCO3)N1 (stereo unspecified)
→ -1.3%, -4.0%, 1.8%, -0.4%, 10.5%, 9.8%, -24.9%, -6.2%, -8.9%, 1.0%
Cn1c(SCC(=O)Nc2cccc(F)c2)nc2c(c1=O)SCC2
→ 11.7%, -14.4%, -0.2%, -3.9%, -4.4%, 24.8%, -33.0%, 10.8%, -1.5%, -6.1%
CC1CCCCN1S(=O)(=O)c1ccc(NC(=O)c2cccs2)cc1 (stereo unspecified)
→ 1.3%, -2.2%, -0.9%, -2.4%, -2.0%, 30.4%, -14.1%, -1.3%, -9.6%, 0.6%
FC(F)(F)c1cccc(N2CCN(c3ccc4nnc(-c5ccccc5)n4n3)CC2)c1
→ -16.1%, 3.0%, 5.2%, 1.2%, -1.8%, -27.8%, -77.7%[inhibitor], 12.0%, 3.4%, -9.4%
O=C1Nc2ccccc2S/C1=C/NCc1ccccc1Cl
→ -2.4%, 12.3%, -2.3%, 4.0%, 26.3%, ?, 38.7%, 1.5%, 19µM*, 1.3%
COCCCNC(=S)N1CCC(NC(=O)c2ccco2)CC1
→ -8.6%, 0.4%, 2.6%, -0.7%, -8.8%, -19.2%, -1.9%, -9.4%, -0.7%, 0.0%
CCOC(=O)N1CCN(C(=O)CN(c2cccc(C)c2)S(=O)(=O)c2ccccc2)CC1
→ -3.0%, 1.4%, 7.6%, -4.0%, 2.4%, -22.3%, 6.5%, -11.5%, 5.7%, -4.8%
O=S(=O)(NCCCN1CCOCC1)c1ccc2ccccc2c1
→ 2.5%, -1.2%, 2.5%, -2.8%, -3.0%, ?, 1.9%, -6.3%, -9.5%, -2.2%
Cc1nn(C)cc1C1C(C#N)=C(N)N(c2ccc(F)c([N+](=O)[O-])c2)C2=C1C(=O)CCC2 (stereo unspecified)
→ -0.8%, -8.5%, -1.3%, 0.4%, -3.2%, 31.0%, -12.8%, 16.7%[11.5 µM], 0.7%, 14.3%
Cc1[nH]c2ccccc2c1C(=O)/C=C/c1ccccc1Cl
→ -0.5%, 3.16µM*, ?, 3.16µM*, 12.7%, -34.9%[10 µM], -12.7%, ., 8.49µM*, ?
CCN1C(=O)c2cccc3c(NC(=O)c4ccc(S(=O)(=O)N(C)C)cc4)ccc1c23
→ -8.1%, -5.7%, -15.4%, -5.3%, ., 41.6%[0.365 µM], -48.5%, ?, -8.2%, 16.1%
COC(=O)C(C)n1cnc2c(nnn2-c2ccccc2)c1=O (stereo unspecified)
→ -6.9%, 3.6%, ., 5.3%, 2.6%, 7.6%, -0.3%, 2.3%, -1.6%, 5.9%
O=C(O)Cn1c(=O)c2c(c3ccccc31)CCC2
→ -0.7%, -2.5%, -4.1%, -1.4%, -4.8%, -0.2%, -15.8%, 6.7%, -2.8%, 1.6%
COC(=O)[C@]1(C)N[C@H](CN(C)S(=O)(=O)c2ccc(C(F)(F)F)cc2)[C@@H]2C(=O)N(C)C(=O)[C@@H]21
→ 2.1%, ., 3.3%, ., ., ., 4.5%, ., ., 2.0%

From PubChem BioAssay
